Tau fibril ThT = blocks human tau fibril formation measured by thioflavin T; hit rate 2.1% among 270,000; recombinant tau K18 P301L, heparin-induced fibrillization, ThT fluorescence; AID 1460; P10636; Potency, µM (series often up to 57.4 µM), for the others: at the top dose activity, negative = inhibition, actives largely listed as inhibitors; further: nearly all actives have a fitted effect of over 55% in size
Target sequence (P10636 561-689 P618L limits assumed): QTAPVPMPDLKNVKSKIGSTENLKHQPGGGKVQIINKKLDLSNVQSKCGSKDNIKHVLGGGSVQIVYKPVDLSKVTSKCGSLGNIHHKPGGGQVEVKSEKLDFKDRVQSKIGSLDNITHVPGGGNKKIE
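Recombinant human tau K18 fragment […] carrying P301L, 15 uM unlabeled plus 0.24 uM Alexa 594-labeled, was fibrillized with 20 uM heparin in 100 mM sodium acetate pH 7 for 6 hr at 37 C; 30 uM ThT fluorescence read after 1 hr.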
ALDH1A1 block = blocks purified human ALDH1A1 activity; AID 1030; P00352; Potency, µM (highest dose often 75.3 µM), without a hit: at the top dose activity, negative = inhibition, hits mostly inhibitors; hit rate 7.3% among 220,000; Purified ALDH1A1, NADH fluorescence, propionaldehyde substrate; active means well fitted inhibition curve with a large enough effect, not every such curve was filed as active; inconclusive means small, poorly fitted or top-dose-only effect, or another doubt; inactive means no such curve, though single readings can be large or run the other way;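 further: plate controls were no enzyme wells and a reference inhibitor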
L3MBTL1 block = inhibitors of human L3MBTL1 | Potency, µM (series often up to 57.1 µM), for inactives: at the top dose activity, negative = inhibition, actives largely listed as inhibitors | hit rate 0.66% among 230,000 | AID 485360 | Q9Y468 | AlphaScreen L3MBTL1–H3K9me1 peptide binding; further: nearly all actives have a fitted effect of over 60% in size
Target sequence (Q9Y468 whole entry, looked up): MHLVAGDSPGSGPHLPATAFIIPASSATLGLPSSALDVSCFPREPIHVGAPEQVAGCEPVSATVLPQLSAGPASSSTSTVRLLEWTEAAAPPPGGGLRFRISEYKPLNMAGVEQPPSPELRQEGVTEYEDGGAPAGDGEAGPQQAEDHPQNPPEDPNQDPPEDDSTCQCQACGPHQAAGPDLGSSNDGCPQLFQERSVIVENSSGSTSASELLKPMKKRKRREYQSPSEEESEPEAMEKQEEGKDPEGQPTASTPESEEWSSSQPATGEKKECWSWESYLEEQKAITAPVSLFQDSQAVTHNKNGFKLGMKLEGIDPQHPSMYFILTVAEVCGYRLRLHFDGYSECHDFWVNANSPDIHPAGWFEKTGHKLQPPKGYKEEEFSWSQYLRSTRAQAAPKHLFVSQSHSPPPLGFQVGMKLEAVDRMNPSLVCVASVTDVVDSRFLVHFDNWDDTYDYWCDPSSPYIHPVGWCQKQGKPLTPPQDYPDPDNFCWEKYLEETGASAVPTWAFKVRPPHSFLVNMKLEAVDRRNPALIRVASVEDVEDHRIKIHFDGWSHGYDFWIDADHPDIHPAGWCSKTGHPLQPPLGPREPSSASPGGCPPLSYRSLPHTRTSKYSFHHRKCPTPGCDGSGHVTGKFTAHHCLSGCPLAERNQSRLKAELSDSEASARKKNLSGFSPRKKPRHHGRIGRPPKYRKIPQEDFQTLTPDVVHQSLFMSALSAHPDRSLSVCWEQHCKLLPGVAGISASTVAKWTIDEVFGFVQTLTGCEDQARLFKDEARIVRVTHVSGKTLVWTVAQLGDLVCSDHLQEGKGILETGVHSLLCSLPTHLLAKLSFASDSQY
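AlphaScreen assay: L3MBTL1 (50 nM final) was preincubated 30 min at room temperature with biotinylated H3(1-15)K9me1 peptide (75 nM final), then 30 min with library compounds; streptavidin donor and nickel chelate acceptor beads (10 ug/mL final) added, 30 min dark.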
Tau fibril FP = tau fibrillization inhibition (FP). P10636. K18 P301L tau heparin fibrillization, Alexa594 FP, 6 h. Potency, µM (highest dose often 57.7 µM), without a hit: top-dose activity, negative = inhibition, hits mostly inhibitors. hit rate 0.39% among 280,000. AID 1468; further: nearly all actives have a fitted effect of over 55% in size
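Human tau K18 […] P301L fragment, 15 uM unlabeled plus 0.24 uM Alexa 594-labeled tau (final), with compound and 20 uM heparin in 100 mM sodium acetate pH 7; 6 hr at 37 C, then Alexa 594 FP read.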
TexasRed fluor = Texas Red fluorescence interference in TRb-SRC2 counter-screen | Potency, µM (highest dose often 106 µM), inactives show top-dose fluorescence change, negative = quenching | hit rate 0.29% among 280,000 | TRb/SRC2 Texas Red total fluorescence interference | AID 1479; active means well fitted curve in either direction with a large enough effect; inconclusive means small, poorly fitted or top-dose-only effect
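Human TRβ ligand-binding domain (0.6 uM) and Texas Red SRC2 peptide (20 nM) in Tris buffer with 1 uM T3 and 5% DMSO were incubated with pinned compound for 5 hr at ambient temperature. Total fluorescence was computed as S + 2P (555/632 nm).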
Tau fluor cs = counter-screen for tau fibril formation inhibitors. hit rate 0.93% among 280,000. AID 1463. tau K18 P301L (four-repeat tau fragment) Alexa594 fluorescence, heparin fibrillization. Potency, µM (series often up to 57.7 µM), for the others: at the top dose activity change, negative = decrease; further: nearly all actives have a fitted effect of over 55% in size
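Human K18 P301L tau (15 uM unlabeled plus 0.24 uM Alexa 594-labeled, final) in 100 mM sodium acetate pH 7 was mixed with compound and 20 uM heparin and incubated 6 hr at 37 C.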
TRb-SRC2 inh = disrupts binding of human TR beta to SRC2; P10828; TRbeta-SRC2 peptide binding, fluorescence polarization; receptor liganded with 1 µM T3; Potency, µM (top dose mostly 106 µM), for inactives: at the top dose activity change, negative = inhibition, most hits filed as inhibitors; hit rate 0.065% among 280,000; AID 1469;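 further: plate controls were bound peptide for no effect and peptide without receptor for full effect; nearly all actives have a fitted effect of over 50% in size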
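Compounds were added to 0.6 uM TRb ligand-binding domain and 20 nM Texas Red-labeled SRC2 peptide in Tris buffer containing 1 uM T3, incubated 5 hr at ambient temperature, then read by fluorescence polarization.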
aGal spleen mod = alpha-galactosidase A (human) modulation; Potency, µM (series often up to 80 µM), inactives show top-dose activity change, negative = inhibition, hits mostly inhibitors; human spleen homogenate, 4MU-alpha-Gal fluorescence, 40 min; AID 2107; hit rate 0.008% among 240,000; P06280;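 further: 0% = enzyme with vehicle and -100% = no enzyme basal signal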
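Inhibition or activation of alpha-galactosidase in human spleen homogenate is scored by 4-MU fluorescence after 40 min at 37C, pH 5.0, with 1 mM substrate. AC50s come from concentration-response fitted to the Hill equation.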
Active calls of the source: *; ? = inconclusive; . = no result given; & = joins results of further samples; [ ] = remark or other dose. Unless noted, the call rests on the fitted dose curve; in most records, active means well fitted curve in the direction sought with a large enough effect; inconclusive means small, poorly fitted or top-dose-only effect, or another doubt; inactive means no such curve, though single readings can be large; an effect the other way counts as inactive or inconclusive. Unless noted, on the % scale 0 is the no-effect control and ±100 the full control effect; potency means the concentration at half of the fitted maximal effect.

canonical_smiles,aGal spleen mod,ALDH1A1 block,Tau fluor cs,Tau fibril ThT,Tau fibril FP,TRb-SRC2 inh,L3MBTL1 block,TexasRed fluor
CC(C)c1ccc(CN(C(=O)c2cc3ccccc3oc2=O)C2CCS(=O)(=O)C2)cc1 (stereo unspecified),20.4%,?,-10.9%&-23.6%,-5.9%&-26.0%,1.7%&5.8%,-1.0%&-3.6%,.,-5.0%&-5.1%
O=C(OCCN1CCCCC1)c1cc2ccccc2o1,0.8%,-1.6%,-9.4%,2.8%,3.1%,1.3%,.,-8.4%
O=C(O)C1C2CCC(O2)C1C(=O)Nc1cnn(Cc2ccccc2)c1 (stereo unspecified),3.1%,3.6%,-5.3%,-6.9%,8.0%,2.6%,.,0.0%
CC(C)(C)NC(=O)c1ccc(C(=O)NC(C)(C)C)cc1,-9.3%,.,-3.7%,4.1%,0.0%,-2.8%,8.6%,3.5%
O=C(C1CCCCN1S(=O)(=O)c1ccccc1[N+](=O)[O-])N1CCOCC1 (stereo unspecified),-0.3%,13.3%,0.6%,-2.7%,0.6%,-4.3%,-1.6%,-1.0%
CCc1c(C)nc(SCC(=O)c2ccc(C)c(C)c2)[nH]c1=O,-0.3%,-10.5%,6.4%,-9.3%,6.1%,-3.1%,.,-3.1%
COc1cc(/C=N/NC(=S)NCCN2CCOCC2)cc(OC)c1OC,-7.8%,?,2.2%,2.2%,-2.8%,-1.4%[53 µM],2.3%,-2.7%[53 µM]
O=C(NC1CCCC1)c1ncn[nH]1,1.8%,-6.7%,3.8%,-1.5%,-3.2%,-1.6%,?,-6.2%

The closing 3 entries of the part above come first, to join the parts:
canonical_smiles,aGal spleen mod,ALDH1A1 block,Tau fluor cs,Tau fibril ThT,Tau fibril FP,TRb-SRC2 inh,L3MBTL1 block,TexasRed fluor
CCc1c(C)nc(SCC(=O)c2ccc(C)c(C)c2)[nH]c1=O,-0.3%,-10.5%,6.4%,-9.3%,6.1%,-3.1%,.,-3.1%
COc1cc(/C=N/NC(=S)NCCN2CCOCC2)cc(OC)c1OC,-7.8%,?,2.2%,2.2%,-2.8%,-1.4%[53 µM],2.3%,-2.7%[53 µM]
O=C(NC1CCCC1)c1ncn[nH]1,1.8%,-6.7%,3.8%,-1.5%,-3.2%,-1.6%,?,-6.2%
Cc1ccc2oc(-c3cccc(N)c3)nc2c1,5.3%,?,?,?,1.8%,4.2%,.,-6.8%
CCc1ccc(NC(=O)Cn2c(=O)c(CNc3ccccc3)cc3cc(OC)c(OC)cc32)cc1,.,.,?,?,-9.9%,-3.9%,.,-1.4%
O=C(c1ccc2c3c(cccc13)CC2)C1CCCN(Cc2cccnc2)C1 (stereo unspecified),2.2%,?,-9.5%,-14.1%,-1.1%,1.0%,-7.8%,-0.9%
CC(Sc1nncn1C)C(=O)Nc1cc(C(F)(F)F)ccc1N1CCOCC1 (stereo unspecified),-3.0%,8.7%,-24.0%,-17.3%,-4.2%,-4.9%,.,-4.1%
Nc1nnc(SCC(=O)c2ccccc2)s1,1.3%,?,-2.1%,-14.4%,7.1%,-6.9%,-6.2%,-4.3%
C(=C\c1ccco1)/C=N/n1cnnc1,12.9%,3.16µM*,-28.7%,25.1µM*,31.6µM*,-9.5%,?,7.7%
CCc1ccc(CNC(=O)CCc2nnc(Cc3cccc(C(F)(F)F)c3)o2)nc1,-6.0%,8.9%,-8.3%,-6.1%,-13.1%,-6.1%,-7.8%,-5.7%
CCCOC(=O)c1ccc2c(c1)C(=O)N(c1ccccc1)C2=O,7.8%,?,-3.7%,0.8%,-4.5%,-2.5%,-0.8%,2.1%
Cn1c(=O)[nH]c2cc(-c3noc(-c4ccc(F)cc4)n3)ccc21,.,.,-1.3%,-16.3%,-1.7%,-9.4%,.,4.5%
N#Cc1sc2nc(-c3ccccc3)cc(-c3ccco3)c2c1N,-21.1%,-8.6%,?,?,-0.6%,10.4%,?,-19.3%
CCOc1ccc(C2C3=C(CCCC3=O)Nc3nc(C(F)(F)F)nn32)cc1OC (stereo unspecified),8.9%,?,-8.1%,0.7%,-0.9%,13.5%,.,1.0%
COc1ccc(/C=C(/NC(=O)c2cccc([N+](=O)[O-])c2)C(=O)O)cc1,2.5%,8.9%,-3.9%,-7.6%,-2.3%,2.4%,.,-0.5%
O=C1CCCN1CCCNc1ccc(S(=O)(=O)N2CCCCC2)cn1,-8.3%,?,-3.2%,1.4%,-1.5%,2.5%,.,-3.1%
CC(=O)c1ccc(Cc2cnc(N)s2)cc1,-5.7%,1.7%,-5.9%,-1.3%,-2.5%,-1.4%,-1.8%,0.8%
O=C(NCc1cccc(CNC(=O)c2ccco2)c1)c1ccco1,4.9%,?,-1.5%,-7.2%,-2.6%,1.3%,3.1%,-1.5%
COc1ccc(S(=O)(=O)N2CCC(NC(=O)N3CCOCC3)CC2)cc1,-10.2%,2.7%,2.2%,5.2%,-0.7%,-3.6%,.,-1.1%
CC(C(=O)Nc1ccc(N2CCOCC2)cc1)N1C(=O)c2ccccc2C1=O (stereo unspecified),0.5%,?,4.9%,-0.4%,5.6%,2.4%,-1.0%[11.4 µM],-6.3%
COc1ccc(CCn2c(O)cc3nn(-c4nc5ccccc5s4)c(=O)c-3c2C)cc1,-2.2%,.,?,17.8µM*,-5.6%,?,?,22.4µM*[quencher]
FC(F)(F)c1ccc(CN2C[C@@H]3C(c4ccc(Cl)nc4)C4(c5cccnc5)CC3(C4)[C@H]2c2ccccc2)cc1 (stereo partly specified),-2.1%&-0.5%,-16.8%,3.0%&-2.7%,-4.8%&-7.8%,6.8%&4.0%,5.3%&9.9%,.,-6.7%&0.5%
CN(CC(=O)N1CCN(c2ccccn2)CC1)S(=O)(=O)c1cccc2nsnc12,-2.4%,-1.6%,-9.5%,-4.2%,1.1%,0.2%,5.8%,0.6%
CCOC(=O)N1CCC(Nc2c(N3CCN(c4cc(Cl)ccc4C)CC3)c(=O)c2=O)CC1,-3.0%,-14.1%,-24.4%,-15.4%,-4.1%,0.9%,.,-0.5%
O=C(O)CCCn1c(=O)[nH]c2ccccc2c1=O,1.4%,1.4%,-4.8%,-6.5%,4.8%,-9.9%,3.6%,-3.2%
CCCCCCCCCCCCCCC(F)C(=O)O (stereo unspecified),-6.1%&6.4%,-0.8%&4.0%,-4.3%&-10.9%,-8.6%&-10.0%,?,-6.9%&4.2%,.,-0.4%&-2.4%
COc1ccc(C2CC(C(F)(F)F)n3ncc(C(=O)NCc4cccnc4)c3N2)cc1OC (stereo unspecified),3.1%,-0.5%,-8.1%,-12.9%,-0.1%,0.4%,13.8%[11.4 µM],2.0%
O=C(NCc1cccc(F)c1)c1ccc(CN2CC(=O)N3CCCCC3C2=O)cc1 (stereo unspecified),.,.,0.3%,4.1%,3.9%,8.3%,.,-10.5%
CC(O)c1nc2ccccc2n1CC(=O)Nc1ccc2c(c1)OCCO2 (stereo unspecified),5.1%,4.1%,-6.2%,-6.6%,4.7%,3.2%,?,1.2%
Cc1n(C)c2cc(Cl)ccc2[n+]1Cc1ccccc1,3.0%,7.4%,2.7%,2.7%,2.3%,-5.9%,7.3%,1.1%
CCN(CC)CCOC(=O)c1ccc(NC(=O)c2cc3c(s2)-c2ccccc2OC3)cc1,.,.,?,?,?,6.5%,.,-11.5%
Cc1cccc(OCC(=O)Nc2ccccc2N2CCN(C(=O)C(C)C)CC2)c1C,6.5%,?,2.0%,-8.4%,-1.1%,3.7%,9.3%,-0.6%
CCCCc1nc2sc3c(SCCN(C)C)ncnc3c2c2c1CCC2,3.3%,?,0.6%,-17.1%,-3.5%,-1.4%,-7.6%,-2.2%
COc1ccccc1-n1c(SCC(=O)NC(C)(C)C)nc(O)cc1=O,1.1%,-11.2%,-8.1%,-6.7%,-1.3%,0.1%,-5.1%,-0.6%
O=C(CSC1CN(C(c2ccccc2)c2ccccc2)C1)N/N=C/c1ccccc1,6.3%,.,?,-15.1%,-14.5%,-3.1%,?,-4.0%
Nc1nnc(SCCCC(=O)c2ccccc2)s1,-1.6%,19.4%,-0.3%,-1.4%,2.8%,-0.5%,0.3%,-2.0%
COC(=O)C1CC(=O)N(c2ccc(C)cc2)C1 (stereo unspecified),12.2%,5.1%,-4.3%,-7.8%,0.7%,-3.2%,3.3%,-1.3%
CCc1cccc(C)c1NC(=O)c1ccccc1,1.0%,15.7%,-4.1%,0.4%,0.8%,0.8%,.,-4.2%
COc1cccc(NC(=O)c2ccn(C)n2)c1,-5.5%,-1.3%,13.3%,17.4%,7.9%,-10.9%,27.0%,3.0%
Cc1ccc(NC(=O)c2ccc3c(c2)[nH]c(=O)n3C(C)C)cc1,1.2%,-5.6%,-0.8%,-3.5%,1.6%,4.5%,0.0%,0.0%
O=C(CSc1n[nH]c(-c2ccccc2Cl)n1)NCCCc1ccccc1,.,.,-15.6%,-11.4%,-2.0%,-4.1%,.,-0.8%
COC(=O)Cn1cc(C(=O)OC)c2ccccc21,-1.1%,3.0%,-3.3%,-4.6%,2.2%,-1.9%,4.4%,-1.5%
NC(=O)c1ccc([N+](=O)[O-])cc1SCc1ccccc1,1.6%,?,-21.4%,-21.4%,7.4%,-3.7%,-14.0%,-6.8%
O=C(NC1CCCC1)C(c1ccc(F)cc1)N(Cc1ccc(Cl)cc1)C(=O)CCl (stereo unspecified),4.2%,2.4%,-12.7%,-4.5%,?,1.0%,14.4%,0.7%
Cc1nnc2nc(-c3ccccc3)nc(-c3ccccc3)n12,1.2%,.,-17.6%,.,-8.2%,2.7%,.,-3.3%
CCOc1ccccc1NC(=O)CSc1ccc([N+](=O)[O-])cc1,10.8%,20µM*,-27.9%,-16.1%,7.0%,1.2%,-6.8%,-2.3%
Cc1ccnc2nc(NC(=O)c3ccccc3Cl)nn12,.,.,3.5%,-0.5%,-0.1%,-3.0%,.,-0.4%
Cc1ccc2cc(CN(Cc3ccco3)C(=O)c3cccs3)c(=O)[nH]c2c1,-6.5%,?,4.0%,-11.0%,-2.9%,0.9%,-8.4%[11.4 µM],1.9%
